Assay outcomes (PubChem BioAssay)
PfHsp40 yeast – restores yeast growth despite PfHsp40 toxicity; growth rescue, % at 12.5 µM; actives 0.68% (n = 340,000); AID 504582; S. cerevisiae expressing PfHsp40, growth rescue, ATP luminescence; in the data active = growth rescue above about 28%, passing the limit was not always enough; inconclusive = no clear call, values can overlap the other calls;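 also: yeast W303a lacking pdr1 and pdr3 grown in galactose medium; growth measured after three days at 30 °C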
Vc quorum ag – induces V. cholerae light production without autoinducers; V. cholerae BH1578 lux reporter, luminescence, 6 h; activation, % at 18.7 µM; actives 0.16% (n = 350,000); in the data active = activation mostly above about 9.7%, no sharp cut-off; inconclusive = no clear call, values can overlap the other calls; inactive = mostly below about 3.7%; also: not every result past the cut was called active; inactives centre near 0; reference of the scale not given here
PrPC TRFRET – cell surface PrPC inhibition, primary TR-FRET screen. P04156. actives 0.43% (n = 370,000). inhibition, % at 13.8 µM. TR-FRET read-out; in the data active = inhibition above about 24%; also: 0% = median of the test wells and 100% = reference compound wells
Anthrax LF prot – blocks Bacillus anthracis lethal factor protease. multiplex microsphere protease cleavage assay, LF. P15917. actives 0.12% (n = 360,000). inhibition, % at 10 µM. AID 588501; also: plate controls were buffer without enzyme for full effect and enzyme alone for no effect
Target sequence (P15917 whole entry, looked up): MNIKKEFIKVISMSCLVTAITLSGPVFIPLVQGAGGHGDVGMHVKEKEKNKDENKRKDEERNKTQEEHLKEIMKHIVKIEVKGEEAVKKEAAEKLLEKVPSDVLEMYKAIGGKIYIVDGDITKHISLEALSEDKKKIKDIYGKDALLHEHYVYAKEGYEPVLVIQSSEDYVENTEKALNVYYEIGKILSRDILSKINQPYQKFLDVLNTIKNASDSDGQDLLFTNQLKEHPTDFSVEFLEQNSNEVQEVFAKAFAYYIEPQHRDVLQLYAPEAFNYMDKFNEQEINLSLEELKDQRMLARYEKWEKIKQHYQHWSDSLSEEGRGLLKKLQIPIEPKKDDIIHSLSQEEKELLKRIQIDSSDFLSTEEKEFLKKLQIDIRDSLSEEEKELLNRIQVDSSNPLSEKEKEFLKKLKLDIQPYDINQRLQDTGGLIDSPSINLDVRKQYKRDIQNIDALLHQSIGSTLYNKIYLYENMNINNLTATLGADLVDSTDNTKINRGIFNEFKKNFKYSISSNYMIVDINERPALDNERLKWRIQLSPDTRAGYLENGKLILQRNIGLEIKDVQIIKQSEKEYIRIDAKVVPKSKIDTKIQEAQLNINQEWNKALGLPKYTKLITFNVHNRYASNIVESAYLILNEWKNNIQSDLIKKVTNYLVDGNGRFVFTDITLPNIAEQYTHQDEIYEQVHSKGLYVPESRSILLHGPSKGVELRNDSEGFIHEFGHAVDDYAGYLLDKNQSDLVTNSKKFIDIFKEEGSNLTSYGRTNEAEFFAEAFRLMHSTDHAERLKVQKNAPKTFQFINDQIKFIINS
3CLpro inhibitor – SARS-CoV 3CLpro protease inhibition. P0C6X7. recombinant SARS-CoV 3CLpro, quenched FRET peptide cleavage. inhibition, % at 6 µM. actives 0.14% (n = 290,000); in the data active = inhibition above about 12%
BoNT-A LC inh2 – BoNT A light chain protease inhibition; AID 588499; actives 0.17% (n = 360,000); inhibition, % at 10 µM; multiplex microsphere protease substrate cleavage, flow cytometry; also: plate controls were buffer without enzyme for full effect and enzyme alone for no effect
SSB-PriA inh – K. pneumoniae PriA-SSBct interaction inhibition; AlphaScreen SSBct-PriA binding, biotinylated peptide; inhibition, % at 33 µM; actives 0.6% (n = 430,000); AID 1272365; in the data active = inhibition mostly above about 37%, no sharp cut-off; inactive = mostly below about 20%;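 also: plate controls were negative control peptide for no effect and reference peptide for full effect; strong numbers were not always called active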
Yp Topo-I inh – inhibitors of Yersinia pestis topoisomerase I | Y. pestis Topo-I cleavage product accumulation, plate reader | activity, % at 10 µM | actives 0.064% (n = 360,000); in the data active = activity above about 50%, passing the limit was not always enough; inconclusive = no clear call, values can overlap the other calls; also: inactives centre near 2
TcdB GH inh – inhibitors of Clostridioides difficile toxin B glycohydrolase; P18177; TcdB glycohydrolase enzymatic assay, plate reader; inhibition, % at 9.99 µM; actives 0.24% (n = 350,000); in the data active = inhibition above about 10%
Starred values were filed as active, the others as inactive; i = inactive; u = inconclusive; x = not tested or not shown; & = joins results of further samples. Rule as the data show it, unless noted: active = inhibition above about 30%; inconclusive = no clear call, values can overlap the other calls; inactive = below that.

SMILES	PfHsp40 yeast	Vc quorum ag	PrPC TRFRET	Anthrax LF prot	3CLpro inhibitor	BoNT-A LC inh2	SSB-PriA inh	Yp Topo-I inh	TcdB GH inh
O=C(O)C1CC(O)CN1S(=O)(=O)c1cccs1 (stereo not drawn)	-0.3	i	-2	-3	-5	-1.2	-13	-3	x
Cc1ccc(S(=O)(=O)N2CCN(C(=O)COC(=O)CCOc3ccccc3C)CC2)c(C)c1	3.5	-0.4	2	0	x	0.5	-7	36	-0.7
N#CNC(=Nc1ccccc1F)SCc1ccc(C(=O)O)cc1	-1.2	i	-1	2	-2	-0.2	6	-13	-0.4
CC(C)=NOC(=O)c1ccc(-c2ccccc2)cc1	1.6	i	12	1	0	0.0	-16	8	x
CC(=NCc1cccnc1)c1c(O)n(-c2ccc(Cl)cc2)c(=O)[nH]c1=O	1.6	-0.6	21	4	-1	-0.4	-2	-1	0.0
CCCCC(OC(=O)c1cc2occc2n1C)C(=O)NCC1CCCO1 (stereo not drawn)	-0.6	-5.0	-4	0	2	-0.6	-7	27	2.3
CCOc1ccc(N=CC2=C(O)CC(c3ccco3)CC2=O)cc1 (stereo not drawn)	-0.8	-1.5	6	-3	4	0.3	2	-1	x
C[C@H](O)C#Cc1ccc2c(c1)O[C@@H](CN(C)Cc1ccc(-c3ccccc3)cc1)[C@H](C)CN([C@@H](C)CO)S2(=O)=O	x	-0.7	-18	-3	x	-0.2	x	15	0.0&-0.4&1.1
O=C(CN1CCN(c2nc(-c3ccccc3)cs2)CC1)NCc1ccc2c(c1)OCO2	0.0	-0.2	6	-7	4	1.9	14	6	x
CCOc1cc(/C=N/Nc2cccc(C(=O)O)c2)ccc1OC(=O)c1ccccc1	0.9	-0.1	15	-4	-1	-0.2	x	5	-4.1
CCC(C(=O)NC1CCCC1)n1nc(C)n2c(cc3occc32)c1=O (stereo not drawn)	-0.2	0.9	-2	-2	1	0.5	-11	-3	2.6
c1ccc(Cc2nc3ccccc3o2)cc1	0.7	-7.1	-5	-5	-5	-0.5	-20	2	1.3
NC(=O)c1ccc(C(F)(F)F)n(Cc2ccccc2Cl)c1=O	2.9	-3.0	-3	-5	-1	2.0	-8	31	x
CCC(CC)C(=O)Nc1nnc(S(=O)(=O)N2CCc3ccccc32)s1	0.8	1.0	-1	-4	6	0.6	-14	5	0.2
Cc1nc([N+](=O)[O-])c(NCCCO)n1Cc1ccccc1	0.7	5.6	0	3	0	0.1	-12	1	0.0
O=C(C[C@H]1C/C=C\CC[C@@H](Cc2ccc(F)cc2)C(=O)OC[C@H]2CCCN2C1=O)NCCO	0.3	0.8	-7	-7	x	0.4	x	18	-0.4
COc1ccc(-c2nnn(CC(=O)NCCc3c[nH]c4ccccc34)n2)cc1OC	0.7	i	4	-2	4	-2.1	2	9	x
Cc1ccsc1C(=O)N1CCCC(CO)(Cc2ccccc2F)C1 (stereo not drawn)	1.9	-0.2	-4	2	-2	2.4	-6	-2	0.7
COc1cc(CNCCNC(=O)c2nonc2N)ccc1OCc1ccc(Cl)nc1	0.1	-0.4	-5	-2	-2	0.3	-2	-4	0.1
COc1ccc(C(=O)NCC(=O)OCC(=O)NCc2cccs2)cc1	0.5	0.4	-1	-5	-3	-0.4	-5	-1	-2.5
O=S(=O)(c1ccc(NCC2CCCCC2)nc1)N1CCOCC1	1.0	-1.3	5	-5	0	3.8	7	20	x
Cc1ccoc1C(=O)N1CCCC(CCC(=O)N2CCN(c3ccccn3)CC2)C1 (stereo not drawn)	1.6	-0.2	3	-4	-1	0.1	9	0	0.3
Cn1c(=O)c2ncn(CC(=O)NCCOc3ccccc3)c2n(C)c1=O	0.2	-0.4	-3	-4	-1	-0.8	-3	2	x
CSc1nc2c(c(-c3ccc(O)cc3)c1C#N)CCC2	0.3	i	5	-2	7	-0.1	11	-3	x
COc1cc(CCC(=O)N2CCN(c3ccccc3Cl)CC2)cc(OC)c1OC	-1.0	-0.7	9	5	0	-0.4	-11	0	2.2

Full records as entered above. Values in the order: PfHsp40 yeast | Vc quorum ag | PrPC TRFRET | Anthrax LF prot | 3CLpro inhibitor | BoNT-A LC inh2 | SSB-PriA inh | Yp Topo-I inh | TcdB GH inh
`CCOc1ccc(N=CC2=C(O)CC(c3ccco3)CC2=O)cc1` (stereo not drawn) is entered as -0.8 | -1.5 | 6 | -3 | 4 | 0.3 | 2 | -1 | x
`COc1ccc(-c2nnn(CC(=O)NCCc3c[nH]c4ccccc34)n2)cc1OC` is entered as 0.7 | i | 4 | -2 | 4 | -2.1 | 2 | 9 | x
`CCCCC(OC(=O)c1cc2occc2n1C)C(=O)NCC1CCCO1` (stereo not drawn) is entered as -0.6 | -5.0 | -4 | 0 | 2 | -0.6 | -7 | 27 | 2.3
`Cc1nc([N+](=O)[O-])c(NCCCO)n1Cc1ccccc1` is entered as 0.7 | 5.6 | 0 | 3 | 0 | 0.1 | -12 | 1 | 0.0
`N#CNC(=Nc1ccccc1F)SCc1ccc(C(=O)O)cc1` is entered as -1.2 | i | -1 | 2 | -2 | -0.2 | 6 | -13 | -0.4

New compounds follow:
SMILES	PfHsp40 yeast	Vc quorum ag	PrPC TRFRET	Anthrax LF prot	3CLpro inhibitor	BoNT-A LC inh2	SSB-PriA inh	Yp Topo-I inh	TcdB GH inh
COCCCNC(=S)N/N=C/c1ccc2c(c1)OCO2	-0.6	-0.4	5	x	0	x	x	-7	0.3
O=C(/C=C/c1ccc(Cl)cc1)N(Cc1ccccc1)C1CCS(=O)(=O)C1 (stereo not drawn)	-0.7	2.4	1	-1	-1	-0.2	-1	1	x
CCn1c(SCC(=O)NNC(=O)c2ccco2)nnc1-c1ccco1	-0.8	1.3	8	0	4	0.1	2	-6	0.5
COc1ccc(-c2cc(=O)n(-c3nc4ccccc4[nH]3)[nH]2)cc1	1.8	i	7	10	0	u	40*	0	x
CCOC(=O)C1=C(CN2CCOCC2)NC(=O)NC1c1cccc([N+](=O)[O-])c1 (stereo not drawn)	1.2	i	-4	2	0	-0.3	0	-1	1.6
Cc1ccc(O)c(C(CC(=O)N2CCCC2)c2ccccc2)c1 (stereo not drawn)	0.3	-0.3	x	1	3	0.1	3	7	x
Fc1cc2nccnc2cc1N1CCSCC1	-0.2	i	-13	0	-7	2.3	-6	-5	x
COc1ccccc1C(=O)Oc1ccccc1C(=O)Nc1ccccc1	-2.2	-0.2	2	3	0	-1.0	-8	-9	2.7
S=C(Nc1cccc2ccccc12)N1CCN(c2ncccn2)CC1	-0.5	x	13	-1	2	0.7	9	-10	1.4
Cc1ccc(S(=O)(=O)N(CC(=O)NCC2CCCO2)c2cccc([N+](=O)[O-])c2)cc1 (stereo not drawn)	0.8	-1.6	-7	-7	1	-0.6	8	9	-0.7
Cc1cc(=O)oc2c1c(C)nn2-c1cccc(Cl)c1	0.2	-0.3	1	-4	5	0.9	-7	10	-1.8
S=C(Nc1ccc2nsnc2c1)N1CCCCCC1	0.6	i	-11	11	-1	21	-15	15	-0.4
COc1c(Cl)cc(-c2noc(C)c2C(=O)NCCc2ccc(C)cc2)cc1Cl	-1.5	-0.2	3	-4	-2	-0.1	-18	-6	0.9
Cc1ccc(-c2nc(CN3CCCCC3CCN3CCCC3=O)c(C)o2)o1 (stereo not drawn)	0.3	-0.3	1	1	1	-0.4	-15	15	0.0
Nc1nc(CN2CCN(Cc3ccc4c(c3)OCO4)CC2)nc(Nc2ccccc2)n1	-0.5	-0.3	-9	-12	-2	-0.8	-3	0	x
CCCN1C(=O)/C(=N\OCC(=O)NC23CC4CC(CC(C4)C2)C3)c2ccccc21	4.1	0.1	3	-1	0	0.4	x	27	x
Cc1cc(C)nc(Nc2n[nH]c(C)n2)n1	-1.8	-0.3	-4	-1	5	-0.8	-7	7	0.6
Cc1nc2c3ccccc3nc(NNC(=O)CCC(=O)N3CCC(C)CC3)n2n1	-1.1	i	1	-2	-3	0.8	-8	0	0.2
CC1(C)C(=O)OC(c2c3ccccc3cc3ccccc23)C(C)(C)C1=O (stereo not drawn)	1.1	-0.2	7	-4	-2	1.4	-63	-2	2.6
N#CCCN1CCN(C2=NC(=O)/C(=C\c3cccs3)S2)CC1	0.0	-0.4	-16	-1	2	0.4	-4	8	0.7
Fc1ccccc1CNCCc1c[nH]c2ccccc12	0.0	-7.7	1	0	-7	0.9	0	13	0.3
CCC(NC(=O)C1CCC1)c1ccccc1 (stereo not drawn)	0.0	-0.3	-4	-23	-3	0.3	1	9	x
Cc1ccc(S(=O)(=O)NC(CC(C)C)C(=O)N2CCCC2)cc1 (stereo not drawn)	2.6	i	-2	-3	-8	-0.1	-1	8	0.9
Cc1c(O)c(CN2CCCC2)cc2c1oc(=O)c1ccccc12	-1.5	-0.3	-1	7	0	-1.9	-6	-4	x
Cc1cccc(N(Cc2nnc3n2CCCCC3)C(=O)Nc2ccccc2)c1	-0.1	6.0	9	-4	-10	-1.1	-16	2	x
The list continues:
SMILES	PfHsp40 yeast	Vc quorum ag	PrPC TRFRET	Anthrax LF prot	3CLpro inhibitor	BoNT-A LC inh2	SSB-PriA inh	Yp Topo-I inh	TcdB GH inh
O=S(=O)(NC1C2CC3CC(C2)CC1C3)c1ccccc1 (stereo not drawn)	4.8	5.9	0	4	x	0.3	-17	18	1.1
CCCNC(=O)C(Cc1ccc(F)cc1)NC(=O)c1ccccc1 (stereo not drawn)	-2.3	i	6	0	x	0.2	0	2	1.0
Cc1ccc(C(=O)Nc2nnc(S(=O)(=O)N3CCOCC3)s2)cc1	-0.3	i	1	-11	1	-1.0	4	-4	3.2
Cc1cccnc1NC(=O)c1c(O)c2ccccc2n(C)c1=O	-0.9	-1.1	4	0	4	-0.2	-20	-2	x
CC(C)(C)c1ccc(C(=O)Cn2nc(C(=O)O)c3ccccc3c2=O)cc1	-1.0	i	-5	-3	-2	-1.0	-20	-9	-0.5
CCOC(=O)c1sc(NC(=O)CSc2nc(C)cc(-c3ccccc3)n2)c(C#N)c1C	-0.7	-0.4	-1	-7	0	2.2	-17	2	x
Cc1ccc(O)c(C(=O)c2cnn(C(=O)c3cccc(S(=O)(=O)N(C)C)c3)c2)c1	0.7	i	4	-3	x	5.0	-8	-5	0.2
CC(C)C[C@H]1CN([C@@H](Cc2ccc(O)cc2)CN2CCC[C@H]2CN2C(=O)C(=O)NC[C@@H]2Cc2ccc(O)cc2)C(=O)C(=O)N1CCc1ccccc1	x	x	12	-1	x	-0.1	x	x	-0.1
CC(NC(=O)c1ccco1)C1CCCO1 (stereo not drawn)	0.0	i	5	1	3	-0.2	-7	-1	x
CN1CCN(c2ccc(NC(=O)c3ccc([N+](=O)[O-])o3)cc2Cl)CC1	-1.2	i	12	8	3	-0.9	-1	-7	1.8
COc1ccc(N2CC(C(=O)N3CCN(C)CC3)CC2=O)cc1 (stereo not drawn)	0.3	-0.2	7	6	-4	3.0	-1	6	1.2
CC1=C(C(=O)Nc2ccccc2C)C(c2ccccc2)NC(=O)N1 (stereo not drawn)	1.4	-0.2	3	-2	2	-2.0	2	-2	-0.3
COc1ccc(CNC(=O)CN(C)CC(=O)Nc2ccccc2Br)cc1	-0.7	-0.5	0	-5	x	0.1	-6	10	1.3
COc1ccc(-n2nnnc2C(C2CC2)N2CCN(C/C=C/c3ccccc3)CC2)cc1 (stereo not drawn)	x	x	-3	12	x	0.7	x	x	0.5
CC(Oc1ccc2c3c(c(=O)oc2c1)CCC3)C(=O)NCCN1CCOCC1 (stereo not drawn)	0.9	2.2	-3	4	4	2.3	4	2	0.6
CCNC(=S)N/N=C(\C)c1cc2ccccc2o1	0.3	-0.4	0	-1	3	-1.3	x	1	x
COCC(=O)N1CCC(Oc2ccc(C(=O)N[C@H](C(=O)OC)C(C)C)cc2)CC1	0.6	2.4	2	8	3	1.7	-18	3	0.6
NS(=O)(=O)c1ccc(CNC(=O)c2ccc(Cl)cc2[N+](=O)[O-])cc1	0.3	0.4	-25	-2	3	0.2	-25	3	x
COc1ccc(OC)c(C(=O)Nc2c(O)ccc3ccccc23)c1	-1.4	i	0	-5	x	u	-3	-3	-1.7
CC1=NN(C(=O)c2ccc(Cn3nc(C)cc3C)o2)C(O)(C(F)(F)F)C1 (stereo not drawn)	-1.2	-12	4	-1	3	-0.1	-14	7	x

This is a subset, so the mix of outcomes need not match the whole.
